Screening results: PubChem BioAssay, National Center for Advancing Translational Sciences (NCATS)
MmCpn inh = blocks the Methanococcus maripaludis chaperonin Mm-Cpn; purified Mm-Cpn ATPase, ADP Transcreener TR-FRET; Potency, µM (doses to about 76.9 µM), for inactives: at the highest dose activity, negative = inhibition, actives largely listed as inhibitors; actives 0.031% (n = 330,000); AID 504842; further: potency means the concentration at half of the fitted maximal effect; on the % scale 0 is the no-effect control and ±100 the full control effect; nearly all actives have a fitted effect of over 80% in size
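25 nM Mm-CPN + cpd, 10 min 37°C; + 10 uM ATP, 30 min 37°C; buffer 30 mM Tris pH 7.4, 100 mM KCl, 5 mM MgCl2, 1 mM DTT; Transcreener ADP HTRF detection 30 min RT.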
Akt phos inh = inhibitors of Akt phosphorylation; Neuro2A IGF-stimulated pAkt S473 HTRF, 20 min; active compounds read low; actives 0.32% (n = 360,000); activity change, % for hits at 50 µM; in the data active means activity change below about -80%; inconclusive means mostly about -51% to -80%; further: on the % scale 0 is the no-effect control and ±100 the full control effect
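Neuro2A cells (4,500/well, DMEM with 0.5% FBS) were treated with compound at a single 50 µM final concentration, stimulated with 6 nM IGF for 20 min at 37 °C, and lysed. Phospho-Akt Ser473 was read by HTRF as 665/615 ratio ×10^4.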
TGFb inhibitor = TGF-b pathway inhibition. HepG2 CAGA-GFP TGF-b/SMAD3 reporter, GFP fluorescence, 18 h; TGF-beta stimulated, 500 pg/mL final. Potency, µM (highest dose often 46.1 µM), without a hit: top-dose activity, negative = inhibition, actives largely listed as inhibitors. actives 1.2% (n = 410,000). AID 588855; further: potency means the concentration at half of the fitted maximal effect; on the % scale 0 is the no-effect control and ±100 the full control effect; nearly all actives have a fitted effect of over 65% in size
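TGF-beta reporter screen: HEPG2 CAGA-GFP, 1% FBS, 500 pg/mL TGF-beta final, 18 h; per-cell GFP summed per well; curves fitted and categorized by class.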
A549 viability = counter-screen for Nrf2 inhibitors: cytotoxicity in A549 cells. A549 ARE-Fluc cells, CellTiter-Fluor viability, 18-24 h. Potency, µM (top dose mostly 46 µM), for inactives: at the highest dose activity change, negative = cytotoxicity, most hits filed as inhibitors. actives 0.16% (n = 390,000). AID 504648; further: potency means the concentration at half of the fitted maximal effect; on the % scale 0 is the no-effect control and ±100 the full control effect
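A549 ARE_Fluc cells in 5% FBS OPTI-MEM were exposed to compounds in concentration-response for 18-24 h at 37 deg C. Viability was read by CellTiter-Fluor fluorescence (Ex 405/Em 525) after 30 min, before the luciferase read.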
Nrf2 activator = Nrf2 pathway activation; Potency, µM (titrated, usually from 46.1 µM), for the others: top-dose activation, usual class: activators; actives 0.31% (n = 410,000); AREc32 ARE-luciferase reporter (MCF7-derived line), luminescence, 24 h; further: potency means the concentration at half of the fitted maximal effect; % of control where 0% means no effect; nearly all actives have a fitted effect of over 65% in size
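ARE-driven firefly luciferase activity in AREc32 cells measured after a 24 hr compound exposure at 37 deg C, using Steady-Glo reagent and a 30 min room-temperature hold.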
ATXN viability = cell viability loss in ATXN counter-screen | S2 cells (HEK-293 line with an ATXN2-luciferase reporter) viability, CellTiter-Fluor protease fluorescence, 24 h | Potency, µM (series often up to 56.7 µM), hits mostly cytotoxic | actives 0.49% (n = 400,000); further: potency means the concentration at half of the fitted maximal effect; nearly all actives have a fitted effect of over 40% in size
HepG2 tox = counter-screen for TGF-b inhibitors: cytotoxicity in HepG2 cells; AID 588856; actives 0.76% (n = 410,000); HepG2 CAGA-GFP viability, ATP luminescence, 18 h; Potency, µM (series often up to 46.1 µM), for inactives: at the top dose activity change, negative = cytotoxicity, actives largely listed as cytotoxic; further: potency means the concentration at half of the fitted maximal effect; some results filed as inactive show a strong effect at the top dose
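CellTiter-Glo luminescence gave cytotoxicity after 18 hours at 37 degrees C. The cells were HepG2 CAGA-GFP in 1% FBS DMEM, stimulated with 500 pg/mL TGF-beta after compound addition. %Activity was normalised to no-cell wells (complete cell-killing) and DMSO (no toxicity), and curves were fitted and classified.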
CCT modulator = cytosolic chaperonin activity modulation | actives 0.3% (n = 360,000) | AID 651819 | activity change, % (concentration not given with the values), hits read low | purified chaperonin ATPase assay, HTRF ADP detection, 30 min; in the data active means activity change below about -30%; further: on the % scale 0 is the no-effect control and ±100 the full control effect
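Enzyme 40 or 20 nM (batch-dependent) in Tris pH 7.4/KCl/MgCl2/DTT; cpd 76 uM single point; ATP 10 uM; 30 min 37 °C; Transcreener ADP HTRF detection, 30 min RT; ratio 665/615.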
Nrf2 block = inhibitors of Nrf2 signaling. A549 ARE-Fluc reporter, luciferase luminescence, 18-24 h. Potency, µM (titrated, usually from 46 µM), for inactives: at the highest dose activity change, negative = inhibition, most hits filed as inhibitors. actives 2.1% (n = 360,000). AID 504444; further: potency means the concentration at half of the fitted maximal effect; on the % scale 0 is the no-effect control and ±100 the full control effect; nearly all actives have a fitted effect of over 60% in size
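Quantitative HTS in A549 cells stably bearing an antioxidant response element-firefly luciferase construct. Inhibition of Nrf2-driven transcription was scored by luminescence after 18-24 h of compound exposure at 37 °C.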
* hit, by the source's call; i = inactive; ? = inconclusive; · = not tested or not shown; [ ] = remark or other dose. Unless noted, the call rests on the fitted dose curve; in most records, active means well fitted curve in the direction sought with a large enough effect; inconclusive means small, poorly fitted or top-dose-only effect, or another doubt; inactive means no such curve, though single readings can be large; an effect the other way counts as inactive or inconclusive.

SMILES	MmCpn inh	Akt phos inh	TGFb inhibitor	A549 viability	Nrf2 activator	ATXN viability	HepG2 tox	CCT modulator	Nrf2 block
CSCCC(N=C1NS(=O)(=O)c2ccccc21)C(=O)N1CCCC(C(N)=O)C1 (centres undefined)	-0.8%	i	?	1.2%	0.3%	i	7.2%	-0.2	15.0%
O=C(CNC(=O)C(c1ccccc1)c1ccccc1)N/N=C\c1ccc2c(c1)OCO2	0.7%	i	?	-23.1%	-0.6%[9.22 µM]	i	-60.0%	1.3	?
COC(=O)Nc1c(C)n(C)n(-c2ccccc2)c1=O	2.7%	i	9.0%	4.0%	0.1%	i	-2.3%	-3.5	11.8%
COc1cc(NC(=O)c2cc(-c3ccccc3Cl)on2)cc(OC)c1OC	1.8%	i	-10.2%	?	3.7%	i	1.6%	-3.3	?
CN1CCN(C(=O)c2ccc(-n3cccc3)cc2)CC1	1.7%	i	39.4%[activator]	0.0%	0.2%	i	-39.8%	-2.1	-7.4%
CCc1ccc(NC(=O)C(C)OC(=O)c2cc(=O)[nH]c3ccc(S(=O)(=O)Nc4ccc(F)cc4)cc23)cc1 (centres undefined)	-0.6%	i	-32.6%	0.0%	3.2%	?	-76.6%	0.4	-15.8%
COc1cccc2cc(C(C)N(CCCN3CCOCC3)C(=S)Nc3cccc(C)c3C)oc12 (centres undefined)	1.4%	i	0.8%	5.2%	-0.5%	i	-9.9%	1.4	?
O=C1NCCCC2c3c(cc(Br)c(O)c3Br)OC12N1CCOCC1 (centres undefined)	0.6%	i	-1.9%	·	-0.6%	i	-2.4%	-8.7	-21.8%
COC(=O)C1=NN(C(C)=O)C2(CC(=O)N(c3cccc(C)c3)C2=O)C1 (centres undefined)	2.1%	i	0.4%	9.3%	0.5%	i	-11.1%	-0.1	3.8%
COc1ccc(NC(=S)Nn2cnnc2)cc1OC	-0.4%	i	?	0.7%	2.2%	i	2.4%	0.4	0.3%
C=CC[C@@H](CC(=O)N(CCO)Cc1ccccc1)C(=O)N[C@@H](COC(=O)[C@@H](CC=C)CC(=O)OC(C)(C)C)Cc1c[nH]c2ccccc12	1.4%	i	?	-18.4%	-2.9%	20µM*	-37.5%	-1.7	-25.7%
CCn1c(SCC(=O)N2CCC(C)CC2)nnc1-c1ccc(S(=O)(=O)N2CCN(C)CC2)cc1	-0.8%	·	0.3%	-1.4%	-0.1%	·	-8.4%	-0.7	5.7%
O=C(NC1CCCCCC1)c1c(O)c2ccccc2[nH]c1=O	1.0%	i	8.8%	-8.3%	14.0%	i	-1.0%	-3.6	3.4%
Cc1ccc(NC(=O)/C(=C/c2cccs2)NC(=O)c2ccco2)cc1	1.5%	i	8.7%	-1.4%	-0.5%	i	4.1%	-1.8	-7.4%
CCOC(=O)c1c(C)[nH]c(C)c1S(=O)(=O)NCC(=O)N1CCN(c2ccccc2OC)CC1	·	·	-29.5%	-5.4%	-0.9%	i	-14.1%	·	7.6%
Cc1cccc(NC(=O)CN(C)C(=O)c2ccc(N3CCCCCC3)c([N+](=O)[O-])c2)c1C	0.5%	i	-3.5%	-13.1%	0.6%	i	8.9%	-1.1	?
CCCn1c2c(c(O)c(C(=O)Nc3ccc(OCC)cc3)c1=O)CCCC2	-2.5%	i	9.0%	-13.1%	0.0%	i	0.0%	-0.9	-4.8%
Cc1nn(C)cc1C(C(=O)NC1CCCCC1)N(C(=O)Cc1cccs1)c1ccc(C(C)C)cc1 (centres undefined)	0.7%	i	-13.7%	-8.4%	0.8%	i	-12.6%	-0.8	?
CS(=O)(=O)N(CC(=O)NC1CCCC1)Cc1ccc(Cl)cc1	-0.4%	·	-7.8%	-1.7%	0.2%	i	-22.5%	-1.4	·
Cc1c(C)n(CC(O)CNCCO)c2ccccc12 (centres undefined)	-4.2%	i	3.0%	2.5%	0.5%	i	6.6%	0.1	2.1%
CCOc1ccccc1NS(=O)(=O)c1cn(C)c(=O)n(C)c1=O	1.4%	i	14.8%	0.3%	-0.1%	i	2.0%	0.9	-4.3%
COc1ccc(C(=O)/C=C/c2ccc(OC(=O)c3cc(OC)c(OC)c(OC)c3)cc2)cc1	-1.6%[15.4 µM]	i	-28.5%	-5.8%	?	?	-29.6%	0.5	-11.4%
O=C1c2ccccc2C(=O)N1CCCCc1cn(C[C@H]2CC[C@H](Cn3cc(CCCCN4C(=O)c5ccccc5C4=O)nn3)O2)nn1	-1.8%	i	-21.8%	-6.5%	1.0%	?	-3.8%	0.2	?
COc1ccc(C(=O)c2c(C)oc3ccc(O)c(CN4CCOCC4)c23)cc1	-1.3%	i	-16.0%	·	0.5%	i	-17.0%	-2.8	?
COc1ccc(-c2sc(Nc3cccc4ccccc34)n[n+]2C)c(C)c1C	·	i	11.7%	-2.2%	-1.2%	i	5.3%	-1.3	-0.4%
COc1cc(C)ccc1S(=O)(=O)NC(=O)Cn1nnc(COc2ccc3c(c2)CCCC3)c1C	·	i	23.5%	·	0.5%	i	4.5%	0.4	·
O=C(N/N=C/c1ccccc1F)NC1CCCCC1	2.3%	i	-6.4%	-0.8%	2.6%[9.22 µM]	?	-1.7%	-2.4	27.1%
Cc1ccc2nc(NC(=O)CCCC(=O)O)sc2c1	-0.6%	i	19.4%	20.6%	-4.0%	i	-53.7%	-1.9	?
Cc1cc(C(F)F)nn1CC(=O)NC1CCCCCC1	1.8%	i	0.0%	2.9%	-0.1%	i	6.2%	-0.6	2.3%
COc1ccc(/C=N/NC(=O)c2nnn(-c3nonc3N)c2CN(C)C2CCCCC2)cc1	-20.9%	i	-0.4%	-0.3%	-0.3%	i	-2.6%	-1.2	-22.3%
O=C(N/N=C/c1ccc(N2CCOCC2)cc1)c1ccc(NS(=O)(=O)c2cccs2)cc1	-7.4%	i	-1.3%	4.4%	3.0%	·	-4.0%	-0.4	6.2%
O=C(O)c1cnn(-c2ccccc2)c1-c1ccncc1	0.6%	i	10.2%	-0.4%	-0.2%	i	-12.4%	-0.1	3.8%
COc1ccc(OC)c(CNC(=O)C2CCN(c3nc4ccccc4nc3C(F)(F)F)CC2)c1	·	·	-0.2%	8.5%	0.3%	i	-0.9%	·	?
CCn1c2c(c(=O)n3ncc(C(=O)N4CCN(c5ccc(C(C)=O)cc5)CC4)c13)CN(Cc1ccc(OC)cc1)CC2	·	·	?	-12.2%	8.4%	i	-19.1%	·	·
Cc1ccc(CNC(=O)c2cc(=O)c3cc(C)cc(C)c3o2)cc1	·	·	-16.9%	11.5%	0.3%	i	-5.6%	·	18.8%
CCN(CC(=O)Nc1ccc(S(=O)(=O)N2CCOCC2)cc1)Cc1ccccc1	0.2%	i	-10.4%	10.4%	0.8%	i	-2.0%	-0.2	-3.3%
COc1ccc(S(=O)(=O)N(C)c2c(C)n(C)n(-c3ccccc3)c2=O)cc1OC	-6.7%	i	-7.1%	-0.1%	-0.1%	i	-25.7%	-5.8	-7.9%
O=C(CCN1CCN(S(=O)(=O)c2ccc(F)cc2)CC1)Nc1ccccc1F	?	i	3.9%	-0.9%	0.0%	i	5.5%	-2.1	-3.2%
O=C(O)C1C(=O)NCC1c1ccccc1 (centres undefined)	-0.4%	i	-12.1%	-13.9%	-0.2%	i	-4.3%	-0.7	-14.6%
O=c1c(CN2CCN(c3cccc(Cl)c3)CC2)coc2c(Cl)cc(Cl)cc12	0.7%	i	25.9%	-3.3%	-0.2%	i	6.2%	-0.8	10.0%
CCCc1cc(=O)[nH]c(SCc2cc(C(=O)OC)c(C)o2)n1	-4.8%	i	1.7%	-7.3%	-0.2%	i	-1.1%	-2.0	2.8%
COc1ccccc1-c1cc2nc(NCCOc3ccccc3)ccn2n1	·	i	?	·	1.5%	i	-38.1%	0.3	·
Cc1ccc(-c2[nH]ncc2C(=O)c2cccc(F)c2)c(O)c1	-12.3%	i	-0.6%	3.4%	5.5%	i	-1.4%	-3.9	5.8%
CCSC(SCC)[C@H](O)[C@@H](O)[C@H](O)[C@H](O)CO	1.2%	i	13.8%	-8.9%	0.1%	i	0.6%	0.6	?
OC(c1ccccc1)(c1nc(/C=C/c2ccc(C(F)(F)F)cc2)cs1)C(F)(F)F (centres undefined)	·	i	?	·	-2.7%	i	-110.3%	-0.5	·
Cc1ccc(Cl)cc1N1CCN(C(=O)CCn2c(=O)c3cccn3c3cccnc32)CC1	·	·	-19.1%	1.0%	4.2%	·	7.4%	·	14.4%
N#Cc1cn(CC(=O)N2CCCC2)c2ccccc12	0.3%	i	1.1%	-2.4%	-0.3%	i	1.9%	2.3	2.0%
O=C(N/N=C/c1c[nH]c2ccccc12)c1ccn[nH]1	-0.5%	i	6.9%	-0.5%	3.6%	?	5.4%	-0.7	13.2%
COc1ccc(C(CNC(=O)c2cc(C)oc2C)N2CCOCC2)cc1 (centres undefined)	1.4%	i	-9.9%	6.1%	0.3%	i	-18.6%	-2.0	12.8%

Three entries from above, as a markdown table.
| Molecule | MmCpn inh | Akt phos inh | TGFb inhibitor | A549 viability | Nrf2 activator | ATXN viability | HepG2 tox | CCT modulator | Nrf2 block |
| --- | --- | --- | --- | --- | --- | --- | --- | --- | --- |
| O=C(CCN1CCN(S(=O)(=O)c2ccc(F)cc2)CC1)Nc1ccccc1F | ? | i | 3.9% | -0.9% | 0.0% | i | 5.5% | -2.1 | -3.2% |
| O=C(O)C1C(=O)NCC1c1ccccc1 (centres undefined) | -0.4% | i | -12.1% | -13.9% | -0.2% | i | -4.3% | -0.7 | -14.6% |
| O=c1c(CN2CCN(c3cccc(Cl)c3)CC2)coc2c(Cl)cc(Cl)cc12 | 0.7% | i | 25.9% | -3.3% | -0.2% | i | 6.2% | -0.8 | 10.0% |

Rows are unselected; overall some 4.4% were active at least once.
